Compound activity from PubChem BioAssay.
ATG4B inhibitor: blocks human ATG4B protease cleavage of LC3 substrate | Q9Y4P1 | AID 504462 | inhibition, % at 8.33 µM | ATG4B cleavage of LC3-PLA2, NBD-HPC fluorescence, 1 h | 340,000 compounds, 0.51% hits; in the data active means inhibition above about 40%
HKDC1 inh: HKDC1 (human) hexokinase inhibition; Q2TB90; recombinant HKDC1, G6PDH/diaphorase resazurin coupled fluorescence; inhibition, % at 20 µM; 340,000 compounds, 0.16% hits; AID 493160;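 active means inhibition above about 35% when tested at 20 µM, limit read from the data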;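 further: plate controls were DMSO wells with enzyme for no effect and DMSO wells lacking enzyme for full effect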
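Test system: recombinant HKDC1 (HK5) hexokinase enzyme, produced in-house; Amount: enzyme 5 µg/mL final; Buffer or medium: Tris pH 8.0 buffer with MgCl2, Tween-20, BSA, BME; Reagent: glucose and ATP substrates; Doses: 20 µM test compound, 1% DMSO; Incubation: 90 min reaction incubation at room temperature, dark; Detection: resorufin fluorescence at 613 nm.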
SENP8 block: SENP8 (human) protease inhibition. 360,000 compounds, 0.64% hits. recombinant SENP8, Nedd8 substrate fluorescence. AID 602440. inhibition, % at 20 µM; in the data active means inhibition mostly above about 40%, no sharp cut-off; inactive means mostly below about 27%
Target sequence (Q96LD8 whole entry, looked up): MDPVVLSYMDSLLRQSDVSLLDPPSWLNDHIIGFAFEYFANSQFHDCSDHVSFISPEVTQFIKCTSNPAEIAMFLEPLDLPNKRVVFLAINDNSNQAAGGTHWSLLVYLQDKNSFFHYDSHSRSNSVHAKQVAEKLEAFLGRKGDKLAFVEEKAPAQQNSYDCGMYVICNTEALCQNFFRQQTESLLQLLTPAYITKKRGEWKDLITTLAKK
SENP6 inh: blocks the human protease SENP6; AID 2599; Recombinant SENP6 catalytic domain, aminoluciferin luminescence; Q9GZR1; inhibition, % at 10 µM; 330,000 compounds, 1.8% hits;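 active means inhibition above about 50% at the single tested dose, limit read from the data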;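 further: plate controls were DMSO wells with enzyme for no effect and DMSO wells lacking enzyme for full effect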
Target sequence (Q9GZR1 628-1112 limits assumed): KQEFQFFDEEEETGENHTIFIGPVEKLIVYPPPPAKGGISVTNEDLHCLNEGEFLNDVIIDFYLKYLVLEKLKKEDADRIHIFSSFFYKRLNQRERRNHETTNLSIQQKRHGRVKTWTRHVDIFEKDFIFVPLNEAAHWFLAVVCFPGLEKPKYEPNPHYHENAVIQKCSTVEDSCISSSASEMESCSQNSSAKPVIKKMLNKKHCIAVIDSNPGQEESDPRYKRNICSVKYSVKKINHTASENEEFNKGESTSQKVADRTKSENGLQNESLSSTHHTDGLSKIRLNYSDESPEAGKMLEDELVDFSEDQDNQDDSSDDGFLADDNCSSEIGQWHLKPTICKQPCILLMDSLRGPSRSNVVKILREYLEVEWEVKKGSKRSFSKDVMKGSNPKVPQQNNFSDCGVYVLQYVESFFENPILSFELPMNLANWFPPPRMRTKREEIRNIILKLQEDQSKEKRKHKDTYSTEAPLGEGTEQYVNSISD
PfG6PD inh: PfG6PD (Plasmodium falciparum) enzyme inhibition; inhibition, % at 20 µM; PfGluPho enzyme, NADPH resazurin-diaphorase fluorescence; 350,000 compounds, 0.78% hits;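 active means inhibition reaching at least a set limit at 20 µM in the primary screen, cut at about 59% in these data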;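 further: 0% = DMSO wells with substrate and 100% = DMSO wells lacking glucose-6-phosphate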
SENP7 inh: SENP7 protease inhibition; inhibition, % at 5 µM; Q9BQF6; 330,000 compounds, 1.5% hits; recombinant SENP7, Z-RLRGG-aminoluciferin luminescence, 40 min;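 active means inhibition above about 50% at the single test dose, limit read from the data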;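 further: plate controls were DMSO with enzyme for no effect and no enzyme buffer wells for full effect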
Target sequence (Q9BQF6 706-1050 limits assumed): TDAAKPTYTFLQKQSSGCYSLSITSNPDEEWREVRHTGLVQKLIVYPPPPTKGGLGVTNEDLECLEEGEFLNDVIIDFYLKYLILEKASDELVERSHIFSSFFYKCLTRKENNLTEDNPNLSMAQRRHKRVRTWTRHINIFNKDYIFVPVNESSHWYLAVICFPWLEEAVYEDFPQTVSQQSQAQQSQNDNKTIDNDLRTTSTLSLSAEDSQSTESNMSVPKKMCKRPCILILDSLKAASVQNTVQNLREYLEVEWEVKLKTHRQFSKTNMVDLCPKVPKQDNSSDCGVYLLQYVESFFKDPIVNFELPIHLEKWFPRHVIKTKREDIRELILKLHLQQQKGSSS
MPTP block: blocks calcium-induced mitochondrial swelling; isolated mouse mitochondria, Ca2+ swelling absorbance, 30 min; 360,000 compounds, 1.4% hits; inhibition, % at 10 µM;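 active means inhibition of 50% or more, scaled per plate between neutral and stimulator controls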;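 further: 0% = DMSO wells given calcium and 100% = 1 mM EGTA wells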
NR3A LBD binder: NR3A (human) ligand-binding domain modulation; NR3A LBD differential scanning fluorimetry, Tm shift; 0% = protein alone, 100% = glycine-bound protein; Tm shift relative to glycine control, % at 25 µM; 340,000 compounds, 2.5% hits; AID 1259313;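 active means melting temperature shift of at least 10% of the positive control shift, at one fixed dose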
* marks the source's active call; other numbers are inactive results; · = no result given; & = joins results of further samples.

SMILES	ATG4B inhibitor	HKDC1 inh	SENP8 block	SENP6 inh	PfG6PD inh	SENP7 inh	MPTP block	NR3A LBD binder
CCOC(=O)c1c(C)n(CC(O)c2ccccc2)c2ccc(O)cc12 (stereo unspecified)	-19	-3	-4	6	-4	-5	-0.7	-22
CC(O)c1ccc(Oc2cnccn2)cc1 (stereo unspecified)	-4	-6	10	-19	-2	2	-0.5	-2
O=C(C1CCCO1)N1CCN(C(=S)NC2CC2)CC1 (stereo unspecified)	3	-9	2	-17	-11	-1	-1.2	1
CN(c1ccccc1)S(=O)(=O)c1cc(C(=O)N2CCN(c3ccccn3)CC2)ccc1Cl	-20	-6	8	-10	0	-8	-1.3	-1
Cc1ccc(S(=O)(=O)N2CCCCC2)cc1NC(=O)C1CC1	12	0	8	-4	-4	9	-0.2	-1
Cc1cc(C)cc(-n2ccnc2SCC(=O)Nc2nccs2)c1	-1	1	11	-10	-9	-4	-0.1	-2
COc1ccc2nc(C)cc(Nc3ccc(C)cc3)c2c1	6	4	-23	2	-2	-11	0.9	1
CN(Cc1cccs1)C(=O)COc1ccc(-c2nnco2)cc1	-12	-3	8	-7	-2	-10	-1.0	1
CC1(c2ccccc2)NC(=O)N(CC(=O)N(CC(=O)Nc2ccccc2C(F)(F)F)Cc2ccco2)C1=O (stereo unspecified)	-3	-2	-7	-1	11	-13	0.0	0
Nc1ccc(S(=O)(=O)Nc2nccs2)cc1	-4	-4	7	-10	-10	-3	-2.0	-1

2 compounds from above, limited to SENP8 block, SENP6 inh and MPTP block:
molecule,SENP8 block,SENP6 inh,MPTP block
Cc1ccc(S(=O)(=O)N2CCCCC2)cc1NC(=O)C1CC1,8,-4,-0.2
Cc1cc(C)cc(-n2ccnc2SCC(=O)Nc2nccs2)c1,11,-10,-0.1

Additional compounds:
SMILES	ATG4B inhibitor	HKDC1 inh	SENP8 block	SENP6 inh	PfG6PD inh	SENP7 inh	MPTP block	NR3A LBD binder
CCNCc1ccc(OCc2cccs2)c(OCC)c1	-2	-5	4	8	3	3	-0.2	0
CCCCCn1c(CN2CCN(Cc3ccccc3)CC2)nc2c1c(=O)n(C)c(=O)n2C	-5	12	7	-10	-27	-12	-2.5	3
CCCCn1nc(C(=O)NCC(=O)Nc2c(C)cccc2C)c2ccccc2c1=O	-10	-5	2	-7	6	-4	-1.7	0
COc1ccc(C(C)=O)cc1COC(=O)c1cccnc1SC	-5	-2	-27	-1	3	-13	0.1	2
N#CC1=C(N)OC2=C(C(=O)CCC2)C1c1ccc2c(c1)OCO2 (stereo unspecified)	1	-2	16	-2	19	1	-0.6	-3
O=C(COC(=O)c1cc[n+]([O-])cc1)Nc1ccc([N+](=O)[O-])cc1Cl	-4	-17	13	-22	9	0	-1.4	-4
Cc1cc2[nH]c(=O)c(=O)[nH]c2cc1S(=O)(=O)N1CCN(c2ccccc2F)CC1	6	10	-127	-7	-46	6	-1.8	-5
CC1CCC(C(C)C)C(OC(=O)CSc2nnc(N)s2)C1 (stereo unspecified)	27	0	35	5	-8	8	-2.7	-3
CCc1ccccc1NC(=O)CC(O)(C(=O)OC)C(F)(F)F (stereo unspecified)	-4	-10	17	-10	1	-2	0.5	2
Cc1ccc(NC(=O)C2C3C=CC4(O3)C2C(=O)N(CCCN2CCOCC2)C4C(=O)NC2CCCCC2)cc1Cl (stereo unspecified)	-11	-6	5	-10	4	-4	-0.4	-3
CC1CCCC(NC(=O)CNC(=S)N(Cc2ccccc2)Cc2cccs2)C1C (stereo unspecified)	2	7	21	-16	19	7	0.7	-5
Cc1ccc(NC(=O)COC(=O)CCc2c[nH]c(=O)[nH]2)cc1	-5	2	-27	-5	6	-6	-0.3	-4
COc1ccccc1CNS(=O)(=O)c1c(C)[nH]c(C)c1C(=O)N1CCCC1	4	0	11	14	-3	5	0.2	-1
C/C(=N\NC(=O)c1cccs1)c1cccnc1	-8	-9	6	1	-6	10	-0.5	-2
O=C(c1ccc2nccnc2c1)N1CCN(Cc2ccc3c(c2)OCO3)CC1	-6	0	18	-6	11	-8	-1.5	0
CCN1CCc2nc3ccccc3c(C(=O)Nc3ccc(F)cc3)c2C1	2	-8	-28	5	-8	5	0.7	0
CN(C)c1ccc(NC(=O)c2ccc(N3CCOCC3)nc2)cc1	-1	5	2	1	21	0	0.4	1
CCO[C@@H]1OC(C(=O)O)=C[C@H](c2ccc3c(c2)OCO3)[C@H]1CCCO	-2	-4	-3	-4	6	-11	-2.4	1
COc1ccc(C(=O)Nc2ccccc2N2CCOCC2)cc1[N+](=O)[O-]	5	-6	28	-22	-5	8	0.5	2
C/C(=N\NC(=O)c1cccnc1)c1c(O)cc(C)oc1=O	-1	-4	-6	-17	-13	2	-0.8	-2
Cc1ccc(C2(C)NC(=O)N(CC(=O)NCCC3=CCCCC3)C2=O)cc1 (stereo unspecified)	-10	1	26	0	8	4	1.7	0
CC(C)(C)c1ccc(C(=O)CCC(=O)NCc2ccccc2)cc1	-2	-1	-25	-13	9	-8	0.1	0
Cc1cc(C(=O)NNC(=O)c2cccc(Cl)c2)no1	3	-5	14	11	1	11	1.9	1
N/C(=N\OC(=O)CC1CCCCC1)c1cccnc1	-14	-8	-4	3	-6	5	0.7	-1
Cc1nn(CC(=O)NCCCc2ccccc2)c(=O)c2cc3occc3n12	3	0	10	-17	-14	1	2.6	0
CCCCn1c(N)c(N(CCC(C)C)C(=O)c2ccc(-c3ccc([N+](=O)[O-])cc3)o2)c(=O)[nH]c1=O	1	0	-17	-10	-21	1	-2.5	0
CCCN(CCC)c1ccc(CC(=O)NC(C)Cc2ccccc2)cc1 (stereo unspecified)	3	-1	3	-2	-17	7	0.6	-1
Cc1cccc(N2CC(C(=O)Nc3ccc(S(=O)(=O)N4CCOCC4)cc3)CC2=O)c1C (stereo unspecified)	3	-2	4	-18	-5	-1	-1.0	-1
O=C1CCCc2ccccc2N1Cc1ccc(F)cc1	-2	5	5	-20	12	-7	-1.0	-1
O=C(CN1C(=O)CCS(=O)(=O)c2ccccc21)NCc1ccc(F)cc1	0	-2	14	-12	-8	-16	-6.3	-2
CCCc1ccc(OCC(O)CN2CCN(c3ccccc3)CC2)cc1 (stereo unspecified)	-13&-1	-3&0	13&16	-12	13&-4	-3	-0.2&2.9	2&4
CCC1CCCCN1CCCNC(=O)c1cn(C)c2ccc(S(=O)(=O)N3CCOCC3)cc2c1=O (stereo unspecified)	0	-6	11	-2	-10	2	-1.7	-5
Cc1ccccc1-n1c(SCC(=O)N/N=C/C=C/c2ccccc2[N+](=O)[O-])nc2ccccc2c1=O	25	4	26	-19	-1	-8	3.2	-7
COc1ccc(Cn2c3ccc(OC)cc3c3nc4ccccc4nc32)cc1	17	2	13	-4	-2	-2	0.9	-8
O=C(COc1ncnc2ccc(Br)cc12)NCc1ccc2c(c1)OCO2	-4	-6	19	-12	5	0	-7.0	1
COc1ccc(C(C)=O)cc1CC(=O)NCCCn1ccnc1	-2	-5	0	-10	1	-7	-2.6	1
COc1ccccc1CN1CCNC(=O)C1CC(=O)NCCC1=CCCCC1 (stereo unspecified)	-10	-1	-26	-5	2	6	-0.2	0
COC(=O)[C@@H](NC(=O)c1ccc(OC2CCN(Cc3ccccn3)CC2)cc1)C(C)C	21	-9	7	-4	-8	-3	-1.9	-2
CSc1ccc(S(=O)(=O)Nc2ccc3c(c2)OCCO3)cc1	2	7	4	-4	-10	1	6.0	-4
Cc1cccc(NS(=O)(=O)c2ccc3c(c2)CCC(=O)N3)c1	2	-7	5&6	-14	-16	-9	-2.5&0.5	-1
CN(Cc1c(F)cccc1Cl)C(=O)c1ccc2ccccc2n1	2	-4	12	5	-7	3	-0.7	-1
O=C(O)CCCC(=O)Nc1ccccc1-n1ccnc1	-2	-9	11	-6	-17	-2	-2.4	-2
COc1cccc(C2CC(=O)Nc3n[nH]c(-c4ccccc4)c32)c1OC (stereo unspecified)	-6	-8	11	30	19	6	0.1	1
COC(=O)c1ccc(NC(=O)COc2coc(CN3CCc4ccccc43)cc2=O)cc1	-5	-4	-2	-2	5	-2	0.4	1
O=C(CN(C(=O)CCC(=O)Nc1ccccn1)c1ccccc1F)NCc1ccc2c(c1)OCO2	-2	2	-3	-3	-10	2	-0.4	-2
CCOc1cc(Br)c(/C=C2/C(=O)N(C)C(=S)N2CC(=O)OC)cc1OC	-9	13	-84	-16	-1	-5	0.5	-1
COC(=O)c1cc(S(=O)(=O)NCC(C)c2ccccc2)cn1C (stereo unspecified)	0	-2	2	-11	-12	-29	0.3	-1
Cc1ccc(N=C2NC(=O)C(CO)(CO)S2)cc1	-4	-5	15	-22	15	3	1.9	0
Cc1c([N+](=O)[O-])c2ccc(O)cc2n1-c1ccccc1	7	-1	20	-3	5	2	1.8	-2
O=S(=O)(N/N=C\C=C\c1ccccc1)c1ccc(Br)cc1	0	3	25	-35	-23	-5	3.2	-2

Fetched by structure from the list above (2):
SMILES	ATG4B inhibitor	HKDC1 inh	SENP8 block	SENP6 inh	PfG6PD inh	SENP7 inh	MPTP block	NR3A LBD binder
O=C(O)CCCC(=O)Nc1ccccc1-n1ccnc1	-2	-9	11	-6	-17	-2	-2.4	-2
COC(=O)c1cc(S(=O)(=O)NCC(C)c2ccccc2)cn1C (stereo unspecified)	0	-2	2	-11	-12	-29	0.3	-1

(continued)
SMILES	ATG4B inhibitor	HKDC1 inh	SENP8 block	SENP6 inh	PfG6PD inh	SENP7 inh	MPTP block	NR3A LBD binder
CCNC(=S)NN=C1CCC(C(C)(C)C)CC1 (stereo unspecified)	4	0	10	-38	-19	-1	1.8	-1
Cc1ccc(C(=O)OCC(=O)Nc2ccc3c(c2)OCO3)o1	-12	-4	15	4	-7	-5	0.4	0
Cc1cccnc1NC(=O)C1CCCN1S(=O)(=O)c1ccc(Cl)cc1 (stereo unspecified)	4	-6	1	-7	-13	-4	-0.3	1
O=C(CSc1ccc(Cl)cc1)N1CCC(c2nc3ccccc3s2)CC1	11	0	12	-10	8	0	4.3	-26
Cc1ccccc1Cc1c(C)nc2c(C(=O)NCc3ccc4c(c3)OCO4)cnn2c1C	-2	3	-257	-4	1	3	1.3	-3
Cc1c(Cl)cnc(NC(=O)COC(=O)C2CC3CCCC(C2)C3=O)c1Cl (stereo unspecified)	-1	0	-13	23	-1	-1	-0.5	1
CC(SCC(=O)Nc1ccc(S(=O)(=O)N2CCCCC2)cc1)C(=O)O (stereo unspecified)	-11	-8	7	-4	-17	4	-6.8	1
Cc1cc(NC(=O)c2ccc(NC(=O)c3cccs3)cc2)no1	-3	1	2	6	1	-4	-2.9	14*
O=C(NC(=S)Nc1ccc(S(=O)(=O)N2CCCCC2)cc1)c1ccccc1	9	-1	11	-4	-15	2	2.0	-16
CC1CCC2(CC1)NC(=O)N(CC(=O)N1CCN(c3ccccc3)CC1)C2=O (stereo unspecified)	2	-2	8	-20	-11	-9	-1.6	1
CCN(CC)S(=O)(=O)c1ccc(CNC(=O)CN2C(=O)NC3(CCc4ccccc43)C2=O)cc1 (stereo unspecified)	-10	-2	2	-16	7	2	1.8	1
CC1CCN(C(=O)COC(=O)/C=C/c2ccc(Br)o2)CC1	9	-3	-2	11	26	3	2.7	-1
CCOC(=O)C(Cc1c[nH]c2cc([N+](=O)[O-])ccc12)(NC(C)=O)C(=O)OCC	-4	-3	-11	·	-1	·	-2.1	0
C#CCNS(=O)(=O)c1ccc(F)cc1Br	1	4	11	·	4	·	-1.7	0
c1ccc(CC2CCN(c3nc4ccccc4n4nnnc34)CC2)cc1	8	-4	-463	-11	14	12	2.4	-1
CC(C)(C)c1ccc(S(=O)(=O)Nc2noc3ccccc23)cc1	-1	-1	14	-11	-26	-9	1.0	-7
O=C(CN(CC1CCCO1)C(=O)CNS(=O)(=O)c1ccccc1)NCc1ccco1 (stereo unspecified)	-8	-6	2	-18	10	0	-1.1	1
